Compound activity as filed in PubChem BioAssay.
GLS inh: inhibitors of human glutaminase (GLS); Potency, µM (titrated, usually from 45.5 µM), for inactives: at the highest dose activity change, negative = inhibition, actives largely listed as inhibitors; hit rate 0.21% among 410,000; O94925; GLS enzymatic activity, qHTS titration; AID 624170; note: potency is the fitted concentration of half-maximal effect
Target sequence (O94925 whole entry, looked up): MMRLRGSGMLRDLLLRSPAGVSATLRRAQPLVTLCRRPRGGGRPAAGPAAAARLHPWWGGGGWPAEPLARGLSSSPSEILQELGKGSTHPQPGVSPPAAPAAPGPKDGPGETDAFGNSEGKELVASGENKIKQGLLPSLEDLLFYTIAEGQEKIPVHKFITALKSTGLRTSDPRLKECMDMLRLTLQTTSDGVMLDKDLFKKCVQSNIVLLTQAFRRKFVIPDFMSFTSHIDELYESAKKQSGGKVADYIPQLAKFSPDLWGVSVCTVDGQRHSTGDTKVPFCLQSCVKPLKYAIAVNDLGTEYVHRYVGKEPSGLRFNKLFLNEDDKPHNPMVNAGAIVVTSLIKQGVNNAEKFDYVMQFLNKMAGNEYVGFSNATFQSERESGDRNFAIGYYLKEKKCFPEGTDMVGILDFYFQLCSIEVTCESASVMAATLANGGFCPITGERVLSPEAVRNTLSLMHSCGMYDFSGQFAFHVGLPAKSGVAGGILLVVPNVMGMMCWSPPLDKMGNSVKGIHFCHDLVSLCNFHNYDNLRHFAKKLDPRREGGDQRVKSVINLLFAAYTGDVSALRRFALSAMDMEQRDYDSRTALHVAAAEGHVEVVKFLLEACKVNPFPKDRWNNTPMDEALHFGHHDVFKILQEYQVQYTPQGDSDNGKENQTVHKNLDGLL
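Two-point fluorescence kinetic (t0, 30 min RT) for hKGA; glutamate detected via glutamate oxidase–HRP–Amplex Red. Substrate: 1 mM L-glutamine solution; buffer 45 mM KH2PO4, pH 8.2.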
ALOX12 inh: inhibitors of human 12S-lipoxygenase ALOX12 | Potency, µM (titrated, usually from 108 µM), for inactives: at the highest dose activity change, negative = inhibition, usual class: inhibitors | AID 1671190 | hit rate 1.1% among 580,000 | purified 12hLO, xylenol orange hydroperoxide absorbance; note: potency is the fitted concentration of half-maximal effect
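Purified human 12hLO (150 nM final) in 25 mM Hepes, 0.01% Triton X-100, pH 7.0 was preincubated 15 min at room temperature with compound. Then 40 uM arachidonic acid was added, 30 min. Hydroperoxide was read by Fe-XO absorbance ratio 573/405 nm.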
PI4K2A block: PI4K2A (human) kinase inhibition | AID 1346378 | hit rate 0.13% among 420,000 | Q9BTU6 | activity change, negative = inhibition, % at 76.9 µM | purified PI4K2A, ADP-Glo luminescence, 1 h; active compounds read low; in the data active = activity change below about -50%; inconclusive = mostly about -30% to -49%;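 note: -100% = wells without enzyme as full effect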
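PI4K2A activity was measured by ADP-Glo luminescence: enzyme (4 ug/mL stock) and phosphatidylinositol (1.2 mM stock) in Tris pH 7.5/MgCl2/EGTA/Triton X-100 buffer were reacted with ATP (300 microM stock) for one hour at ambient temperature.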
An asterisk follows results filed as active; ? = inconclusive; & = joins results of further samples; [ ] = dose if it differs, or a comment. Unless noted, calls come from the whole dose curve; as a rule, active = well fitted inhibition curve with a large enough effect; inconclusive = small, poorly fitted or top-dose-only effect, or another doubt; inactive = no such curve, though single readings can be large or run the other way. Unless noted, % is set by controls: 0 for no effect and ±100 for the full control effect. Not all compounds are listed; rates above refer to the full screens.

Order of results – ALOX12 inh	PI4K2A block	GLS inh
COc1cccc(Nc2nc(C(N)Cc3ccccc3)cs2)n1 (centres undefined)
→ -10%	-5	5%
O=C1[C@H]2[C@@H](c3ccccc3)N[C@]3(CCCN(CC4CCCCC4)C3=O)[C@H]2C(=O)N1Cc1ccccc1
→ ?	-7	3%
C1CCC(NC2=NCCO2)CC1
→ -17%	-3	17%
Cc1cccc(NC(=O)CSc2nc(=O)n(CCCN3CCOCC3)c3c2CCCC3)c1C
→ -3%	3	-5%
CCSC1C(=O)N(C)C(SCC)C(=O)N1C (centres undefined)
→ -10%	-2	0%
COC(=O)[C@]12CCCCC=C1N(Cc1ccccc1)C(=O)[C@H](CC(=O)N1CCC(c3ccccc3)CC1)C2
→ -7%	-4	1%
Cc1ccc(OCc2cc(C(=O)N3CCCC(C)C3)no2)cn1 (centres undefined)
→ -17%	2	0%
CCCCn1nnnc1C(c1ccc(OC)cc1)N1CCN(C/C=C/c2ccccc2)CC1 (centres undefined)
→ ?	4	0%
COc1ccc(CN2C[C@@H](CO)O[C@@H](n3cnc4c(NCCN(C)C)ncnc43)C2)cc1
→ 9%	-1	10%
C=CCOc1cccn2c(N(C=O)Cc3ccc(OC)cc3)c(CC)nc12
→ ?	1	-12%
c1ccc(NN(Cc2ccccn2)c2ccccc2)cc1
→ 5%	1	24%
CCCCC(=O)N(C)c1c(CC)nc2c(OCC(N)=O)cccn12
→ -15%	-1	1%
NC(=O)c1cccc(-c2ccnc3c2CC(C(=O)NCc2ccc(F)c(F)c2)O3)c1 (centres undefined)
→ -3%	6	5%
COC(=O)N(C)C[C@@H]1OCc2cn(nn2)CCCC(=O)N([C@@H](C)CO)C[C@H]1C
→ 21%	2	10%
Cc1ccc(S(=O)(=O)Nc2ccc(Nc3nccn4c(-c5cccc(OC(F)(F)F)c5)cnc34)cc2)cc1
→ ?	-5	22%
Cc1cc(C)c2c(=O)n3c(nc2c1)C(CC(C)C)NC(=O)c1cccnc1-3 (centres undefined)
→ ?	-1	-4%
Cn1c(-c2ccccc2)cc(=O)cc1-c1ccccc1
→ 2%	-2	-5%
COC(=O)c1ccc(Cn2c(C)c(C(=O)NCc3cccc([N+](=O)[O-])c3)sc2=O)o1
→ 19%	3	-8%
CC(C)c1ccc(NC(=O)Nc2nc(CN)cs2)cc1
→ -16%	-6	17%
COc1ccc(C2=NN(C(=O)c3ccco3)C(c3cccs3)C2)cc1OC (centres undefined)
→ -24%	0	-4%
CCNC(=O)C1(C)CCN(C(=O)c2ccccc2OC(F)(F)F)C1 (centres undefined)
→ -16%	-6	-3%
Cc1ccc(S(=O)(=O)N2C[C@H]3[C@H]4C(=O)N(c5ccccc5)C(=O)[C@H]4C[C@H](OC(=O)NC4CCCC4)[C@@]3(O)C2)cc1
→ ?	1	-10%
O=C1c2ccccc2C(c2nc3ccccc3[nH]2)N1c1ccccn1 (centres undefined)
→ ?	-5	20%
CC(=O)Nc1ccc(CN(C)c2c(C)nc3ccc(C(=O)N(C)Cc4ccccc4)cn23)cc1
→ 21%	-2	0%
CCNC(=O)C1(C)CCN(C(=O)c2cccc(OC(C)=O)c2C)C1 (centres undefined)
→ -6%	-5	5%
CCC/C=C/c1ccc(CN2C(C)C(=O)N(Cc3cn(Cc4ccco4)nn3)CCS2(=O)=O)cc1 (centres undefined)
→ ?	-6	-11%
CCCNC(=O)C1(C)CCCN(Cc2csc(-c3ccccc3)n2)C1 (centres undefined)
→ -5%	-9	7%
COc1ccc(CC(=O)Nc2cc(S(=O)(=O)N3CCOCC3)ccc2N2CCCC2)cc1
→ 7%	8	-7%
CC(=O)c1ccc(Nc2nc(C(N)Cc3ccc(N)cc3)cs2)cc1 (centres undefined)
→ 0%	0	16%
O=C(Nc1c(-c2ccccc2)[nH][nH]c1=O)c1cccc(C(F)(F)F)c1
→ 0%	-23	14%

2 compounds from above, showing only PI4K2A block and ALOX12 inh:
| Molecule | PI4K2A block | ALOX12 inh |
| --- | --- | --- |
| COC(=O)c1ccc(Cn2c(C)c(C(=O)NCc3cccc([N+](=O)[O-])c3)sc2=O)o1 | 3 | 19% |
| CC(C)c1ccc(NC(=O)Nc2nc(CN)cs2)cc1 | -6 | -16% |

Next part.
Order of results – ALOX12 inh	PI4K2A block	GLS inh
O=C(O)CN1C(=O)C=CC1=O
→ -16%	-15	-2%
COc1ccc(N2CCN(CCCn3cnc4c(OC)ncnc43)CC2)cc1
→ -9%	-1	28%
COc1cc(C(=O)NCC(c2cccs2)N2CCOCC2)ccc1OCc1ccccc1 (centres undefined)
→ 2%	-1	1%
CCCCC[C@@H](C)N1C[C@@H](COCc2ccccc2)Oc2cc(N3CC[C@H](N(C)C)C3)ccc2S1(=O)=O
→ ?	9	-9%
O=C(COC(=O)c1c[nH]c2ccccc12)NCc1ccccc1
→ 7%&30%	-2	-4%
CCCn1c(C)cc(C(=O)COC(=O)c2cc(=O)[nH]c3ccccc23)c1C
→ -18%	2	-5%
CN(c1ccccc1)S(=O)(=O)c1ccc(C(=O)Nc2cccc(S(=O)(=O)N3CCOCC3)c2)cc1
→ -5%	-1	8%
CC(C)NC(=O)N(C)C[C@H]1Oc2cc(C#Cc3ccc(F)cc3)ccc2S(=O)(=O)N([C@H](C)CO)C[C@H]1C
→ ?	-4	9%
COc1ccc(NS(=O)(=O)c2cc(N=Nc3c(O)[nH]c(=O)[nH]c3=O)ccc2OC)cc1Br
→ ?	0	16%
COc1ccc(NC(C)=O)cc1NC(=O)c1c(C)noc1C
→ 5%	2	-1%
CC1(CSc2ccccc2)CC(=O)N1 (centres undefined)
→ 4%	-1	-20%
CCCCC(=O)N1C(C)CCC1C (centres undefined)
→ -8%	7	-6%
CCCCCCN1C[C@H](O)[C@@H](n2cc(C3CC3)nn2)C[C@@H]1c1ccc(C)cc1
→ ?	0	0%
O=C(O)c1ccccc1-c1ccccc1C(=O)Nc1ccc2oc(=O)c3ccccc3c2c1
→ -8%	241	-11%
Nc1[nH]c(C(=O)c2ccccc2)c(-c2ccc(Cl)cc2Cl)c1C(=O)c1ccc(Br)cc1
→ -5%	-3	0%
COc1ccc(C(=O)COC(=O)CCn2c(C)csc2=O)c(OC)c1
→ -23%	-11	-7%
CSc1ccc(CNC(=O)C2CCC(=O)N(CC3CCCCC3)C2)cc1 (centres undefined)
→ -7%	-6	-3%
Cc1ccc(CC2(C)C(=O)Nc3c(Cl)ccc(Cl)c32)cc1 (centres undefined)
→ ?	2	3%
COc1ccc(/C=C(\NC(=O)c2ccc(Cl)cc2)C(=O)NCc2cccnc2)cc1OC
→ ?	0	12%
O=C(c1ccc2c(c1)CCC2)N1CCN(Cc2c(F)cccc2Cl)CC1
→ -2%	0	0%
CCOC(=O)c1ccc(NC(=O)c2nc[nH]c2C(=O)NC[C@@H](C)O)cc1
→ 11%	-26	18%
CCCCc1ccc(NC(=O)COC(=O)c2ccc3ncsc3c2)cc1
→ 0%	5	-6%
CNc1cncc(-c2ccccc2NC(C)=O)n1
→ 3%	-1	15%
COc1ccc(NC(=O)COC(=O)C2COc3ccccc3O2)cc1OC (centres undefined)
→ 7%	7	-1%
COc1ccccc1C(NC(=O)C1CCN(CCOc2ccc3ccccc3c2)CC1)c1ccccn1 (centres undefined)
→ ?	-1	-1%
CC1(C(=O)NS(=O)(=O)c2ccc(Cl)s2)CCN1C(=O)C1CCCCC1 (centres undefined)
→ ?	0	9%
CCC/C=C/c1ccc(CN2C(C(C)C)C(=O)N(Cc3cn(CCC4OCCO4)nn3)CCS2(=O)=O)cc1 (centres undefined)
→ ?	0	11%
CN1CCN(c2ncnc3c2ncn3[C@H]2CN(Cc3ccncc3)C[C@@H](CO)O2)CC1
→ 1%	0	2%
CCCCC1Cc2[nH]c(=S)[nH]c(=O)c2C(c2cccc3ccccc23)O1 (centres undefined)
→ 13µM*	1	-2%
COc1ccc(-c2nc3c4ccccc4ccn3c2Cc2cccc(Cl)c2)cc1OC
→ -19%	-6	-1%

Of the compounds above, three have a CF3 group.
Order of results – ALOX12 inh	PI4K2A block	GLS inh
Cc1ccc(S(=O)(=O)Nc2ccc(Nc3nccn4c(-c5cccc(OC(F)(F)F)c5)cnc34)cc2)cc1
→ ?	-5	22%
CCNC(=O)C1(C)CCN(C(=O)c2ccccc2OC(F)(F)F)C1 (centres undefined)
→ -16%	-6	-3%
O=C(Nc1c(-c2ccccc2)[nH][nH]c1=O)c1cccc(C(F)(F)F)c1
→ 0%	-23	14%

The listing continues.
Order of results – ALOX12 inh	PI4K2A block	GLS inh
O=C(NCC1CC1)c1cc2c(c(-c3cccc(-c4ccccc4F)c3)n1)[C@@H](CCO)N(C(=O)CC1CC1)C2
→ -7%	7	-17%
COc1ccc(NC(=O)c2cc(-c3ccc(F)cc3OC(C)C)n[nH]2)cn1
→ -25%	-3	0%
COc1ccccc1-c1cnc(C(O)c2ccc(CN3CCCC3)cc2)[nH]1 (centres undefined)
→ -5%	1	2%
COc1ccccc1-c1cnc(C(O)c2ccc(Cl)c(Cl)c2)[nH]1 (centres undefined)
→ -18%	0	-15%
COCCCNc1ccn2nc(-c3cccc(OCc4ccccc4)c3)cc2n1
→ -7%	3	6%
Clc1cccc(-c2nc3ccc(Br)cn3c2Cc2ccsc2)c1
→ ?	-12	12%
COc1cc2nnn(-c3ccncc3)c2cc1OC
→ 18%	3	-12%
c1ccc(Cc2c(-c3ccco3)nc3c4ccccc4ccn23)cc1
→ 0%	-13	8%
N#Cc1ccc(NC(=S)N2CCC3CC2c2cc(-c4ccc5c(c4)OCO5)ccc23)cc1 (centres undefined)
→ ?	-1	-15%
Cc1ccc([C@H]2C[C@@H](n3cc(COC(=O)c4ccccc4)nn3)[C@H](O)CN2Cc2cccs2)cc1
→ 30%[activator]	-2	-3%
CN(C)c1cccc(CNC(=O)c2ccc3sc([C@H]4C[C@H](O)[C@@H](CO)O4)nc3c2)c1
→ -8%	-1	44%[activator]
CC(C)COC(=O)N(C)C[C@H]1OCc2cn(nn2)CCCC(=O)N([C@@H](C)CO)C[C@@H]1C
→ 14%	0	3%
CCCN(CCC)Cc1cc(=O)oc2cc(C)c(Cl)cc12
→ 40µM*	5	10%
CCc1ncn(CCc2ccccc2OC)c1C(C)C
→ -1%	4	1%
CC(=O)Nc1nn(CC(C)C)c2nc3ccc(C)cc3cc12
→ ?	-1	-3%
COC(=O)[C@H]1C[C@H](OC(=O)NCc2ccc(OC)c(OC)c2)[C@@]2(O)CN(S(=O)(=O)c3ccc(C)cc3)CC2[C@H]1C(=O)OC (some centres undefined)
→ 16%	7	-8%
CC1(Oc2ccc(Cl)cc2)CCN(Cc2csc3ccccc23)C1 (centres undefined)
→ ?	0	48%[activator]
Clc1ccc(-c2cccc3nccn23)cc1
→ ?	-3	3%
COC(=O)[C@]12CCCCC=C1N(Cc1cccc3ccccc13)C(=O)[C@H](CC(=O)N1CCN(C(=O)c3ccco3)CC1)C2
→ 0%	-1	-5%
OC[C@@H]1CN(Cc2ccc(Cl)cc2)C[C@H](n2cnc3c(Nc4ccccc4)ncnc32)O1
→ -26%	-3	0%
C[C@@H]1CN([C@H](C)CO)C(=O)CCCn2nncc2CO[C@H]1CN(C)C(=O)OCc1ccccc1
→ -4%	-5	-8%
Cc1c(C(=O)NCc2ccc(C#N)cc2)sc(=O)n1Cc1ccccn1
→ 5%	-4	-6%
O=C(O)c1ccc(N2C(=O)c3ccccc3C2=O)cc1[N+](=O)[O-]
→ -6%	0	6%
COc1cccc(C(=O)O)c1OS(=O)(=O)c1ccc(C)cc1
→ ?	-4	-2%
Cc1c(C)n(CC(O)CSc2ccccc2)c2ccccc12 (centres undefined)
→ ?	-5	20%

ALOX12 inh: hit marks shown above.
Order of results – ALOX12 inh	PI4K2A block	GLS inh
CCCCC1Cc2[nH]c(=S)[nH]c(=O)c2C(c2cccc3ccccc23)O1 (centres undefined)
→ 13µM*	1	-2%
CCCN(CCC)Cc1cc(=O)oc2cc(C)c(Cl)cc12
→ 40µM*	5	10%

Some of the entries above in another layout:
ALOX12 inh | PI4K2A block | GLS inh | SMILES
-6% | 0 | 6% | O=C(O)c1ccc(N2C(=O)c3ccccc3C2=O)cc1[N+](=O)[O-]
? | -4 | -2% | COc1cccc(C(=O)O)c1OS(=O)(=O)c1ccc(C)cc1
